POLK inh: qHTS for Inhibitors of Polymerase Kappa. DNA polymerase kappa (Homo sapiens), Q9UBT6. purified Pol kappa, fluorescent DNA synthesis assay, 10 min. Potency, µM (series often up to 107 µM), for the others: at the highest dose activity, negative = inhibition, hits mostly inhibitors. actives 0.53% (n = 400,000). AID 588579, 2011; note: potency is the fitted concentration of half-maximal effect; % is set by controls: 0 for no effect and ±100 for the full control effect
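Readout: fluorescence, taken kinetically at 0 and 10 min. Conditions: 10 nM Pol kappa, 15 min RT compound preincubation, 50 nM substrate final. Controls: enzyme-free buffer wells.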
ERG-DNA inh: qHTS for Small Molecule Inhibitors of the ERG Ets/DNA interaction. Transcriptional regulator ERG (Homo sapiens), P11308. actives 0.028% (n = 370,000). fluorescence polarization, His-ERG Ets domain / labelled DNA. Potency, µM (series often up to 76.9 µM), for inactives: at the top dose FP activity, negative = inhibition, hits mostly inhibitors. AID 624246, 2012; active = well fitted inhibition curve with a large enough effect in the polarisation, with a control signal flat; inconclusive = small, poorly fitted or top-dose-only effect, or effect the other way, or a change in a side signal; inactive = no such curve, though single readings can be large or run the other way; the % refers to the polarisation;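 note: polarization taken with two DNA probes labelled with fluorescein and Texas red; potency is the fitted concentration of half-maximal effect; % of control where 0% means no effect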
Target sequence (P11308 whole entry, looked up, the tested form may be a part): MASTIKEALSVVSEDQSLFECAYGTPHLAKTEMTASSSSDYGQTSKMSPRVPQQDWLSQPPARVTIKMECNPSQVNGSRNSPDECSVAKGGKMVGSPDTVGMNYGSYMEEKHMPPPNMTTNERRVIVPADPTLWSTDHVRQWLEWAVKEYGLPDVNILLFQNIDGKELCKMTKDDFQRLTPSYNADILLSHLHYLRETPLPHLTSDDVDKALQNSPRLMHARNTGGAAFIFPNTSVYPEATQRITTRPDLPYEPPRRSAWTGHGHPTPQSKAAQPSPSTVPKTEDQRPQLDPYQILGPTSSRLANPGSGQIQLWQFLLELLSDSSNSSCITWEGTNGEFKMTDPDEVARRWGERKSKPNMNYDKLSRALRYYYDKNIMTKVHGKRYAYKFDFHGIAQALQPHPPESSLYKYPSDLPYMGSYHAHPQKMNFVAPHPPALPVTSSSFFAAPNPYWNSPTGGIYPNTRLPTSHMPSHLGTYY
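His-tagged ERG Ets domain (1 uM in the protein solution; 300mM KCl, 50mM Tris-HCl, 1mM EDTA, 1mM DTT, pH 7.5) received compound, then a probe mix of 5 nM fluorescein-DNA and 100nM Texas-615-DNA. Fluorescence polarization was read for both dyes.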
ALOX12 inh: Primary qHTS assay for inhibitors of human arachidonate 12S-lipoxygenase (ALOX12): Round 2; Polyunsaturated fatty acid lipoxygenase ALOX12 (Homo sapiens), P18054; purified 12hLO, xylenol orange hydroperoxide absorbance; Potency, µM (highest dose often 108 µM), without a hit: at the top dose activity change, negative = inhibition, usual class: inhibitors; actives 1.1% (n = 580,000); AID 1671190, 2021; note: potency is the fitted concentration of half-maximal effect; % is set by controls: 0 for no effect and ±100 for the full control effect
Target sequence (P18054 whole entry, looked up): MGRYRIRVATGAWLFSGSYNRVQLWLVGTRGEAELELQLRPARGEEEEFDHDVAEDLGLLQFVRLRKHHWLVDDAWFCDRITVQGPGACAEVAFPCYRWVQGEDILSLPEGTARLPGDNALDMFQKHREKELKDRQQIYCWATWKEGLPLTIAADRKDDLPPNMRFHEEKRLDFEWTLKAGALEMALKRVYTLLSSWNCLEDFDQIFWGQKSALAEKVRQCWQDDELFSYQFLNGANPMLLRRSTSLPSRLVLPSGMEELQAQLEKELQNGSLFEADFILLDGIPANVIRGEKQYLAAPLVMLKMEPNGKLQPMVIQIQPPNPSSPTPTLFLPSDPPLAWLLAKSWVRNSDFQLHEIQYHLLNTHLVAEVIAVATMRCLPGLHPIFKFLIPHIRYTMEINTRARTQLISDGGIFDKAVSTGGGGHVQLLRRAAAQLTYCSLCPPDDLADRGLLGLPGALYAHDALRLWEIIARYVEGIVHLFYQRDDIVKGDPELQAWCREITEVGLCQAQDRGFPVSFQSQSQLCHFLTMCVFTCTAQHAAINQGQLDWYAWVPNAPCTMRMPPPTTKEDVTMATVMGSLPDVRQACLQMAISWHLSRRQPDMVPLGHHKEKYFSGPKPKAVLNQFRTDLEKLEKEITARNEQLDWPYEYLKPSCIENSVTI
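Purified human 12hLO at 150 nM in 25 mM Hepes, 0.01% Triton X-100, pH 7.0, preincubated 15 min at room temperature with compound. Reaction started with 40 uM arachidonic acid, 30 min at room temperature. Hydroperoxide measured by Fe-xylenol orange, 573/405 nm absorbance ratio.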
RGS4 inhibitor: Inhibitors of Regulator of G Protein Signaling (RGS) 4: qHTS | Regulator of G-protein signaling 4 (Homo sapiens), P49798 | Transcreener GDP fluorescence polarization, RGS4-accelerated GTP hydrolysis | Potency, µM (highest dose often 114 µM), for inactives: at the top dose activity change, negative = inhibition, hits mostly inhibitors | actives 0.039% (n = 390,000); note: potency is the fitted concentration of half-maximal effect; % is set by controls: 0 for no effect and ±100 for the full control effect; nearly all actives have a fitted effect of over 75% in size; some results filed as inactive show a strong effect at the top dose
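MLSMR compounds (23 nl, pin-transferred) preincubated 10 min at room temperature with a 500nM (2x) first reagent, then RGS4 at 900nM (2x) plus Transcreener GDP mix added; fluorescence polarization (620/688 nm) read before and after 90 min at 30 °C.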
APE1 inh: qHTS Assay for Inhibitors of the Human Apurinic/apyrimidinic Endonuclease 1 (APE1) | DNA repair nuclease/redox regulator APEX1 (Homo sapiens), P27695 | recombinant APE1, TAMRA/BHQ-2 abasic DNA cleavage fluorescence | Potency, µM (titrated, usually from 65.8 µM), for the others: at the highest dose activity change, negative = inhibition, usual class: inhibitors | actives 0.35% (n = 350,000);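 note: potency is the fitted concentration of half-maximal effect; plate controls were vehicle for no effect and reference inhibitor for full effect; nearly all actives have a fitted effect of over 55% in size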
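APE1 at 0.75 nM final was preincubated with compound 15 min at room temperature, then 50 nM double-stranded THF abasic-site substrate (5'-TAMRA/3'-BHQ-2) was added. Fluorescence (ex 525/em 598 nm) was read kinetically; third-minus-first read gave activity.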
LDHA block: qHTS assay for inhibitors of human lactate dehydrogenase. actives 0.15% (n = 480,000). activity change, % (values are at about 110 or 230 µM). AID 1347041, 2019. purified LDHA, NADH/diaphorase-resazurin fluorescence; active compounds read low; in the data active = activity change below about -30%; inconclusive = mostly about -25% to -30%;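 note: plate controls were DMSO wells for no effect and wells without enzyme for full effect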
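Enzyme activity of human lactate dehydrogenase 5 (2 nM; 0.06 mM NADH, 0.2 mM pyruvate, 5 min, RT) is measured via a resazurin/diaphorase fluorescence readout of residual NADH.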
Pol beta inh: qHTS Assay for Inhibitors of DNA Polymerase Beta. actives 1.3% (n = 340,000). Potency, µM (series often up to 114 µM), for inactives: at the top dose activity change, negative = inhibition, usual class: inhibitors. AID 485314, 2010. P06746. Pol beta primer extension/strand displacement, fluorescence kinetic; note: potency is the fitted concentration of half-maximal effect; % is set by controls: 0 for no effect and ±100 for the full control effect
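Human Pol beta at 10 nM; strand-displacement substrate 50 nM final. Compound exposure 15 min at room temperature before start, reaction 10 min at room temperature.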
Pol eta inh: qHTS for Inhibitors of Polymerase Eta | DNA polymerase eta (Homo sapiens), Q9Y253 | recombinant Pol eta, fluorescent DNA replication assay | Potency, µM (series often up to 114 µM), without a hit: top-dose activity change, negative = inhibition, actives largely listed as inhibitors | actives 1.2% (n = 390,000); note: potency is the fitted concentration of half-maximal effect; % is set by controls: 0 for no effect and ±100 for the full control effect
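Fluorescent replication assay: 50 nM final substrate added after a 15 min room-temperature compound preincubation with 10 nM enzyme. Signal taken at 0 min and again at 10 min.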
Anesthetic bind: qHTS Assay for Identification of Novel General Anesthetics. apoferritin/1-aminoanthracene competitive binding, fluorescence. AID 485281, 2010. Ferritin light chain (Equus caballus), P02791. Potency, µM (top dose mostly 77.5 µM), without a hit: at the top dose activity change, negative = displacement, hits mostly inhibitors. actives 0.074% (n = 350,000); note: potency is the fitted concentration of half-maximal effect; % is set by controls: 0 for no effect and ±100 for the full control effect; nearly all actives have a fitted effect of over 20% in size
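Horse-spleen apoferritin (10 uM) was mixed with 50% saturated 1-aminoanthracene in PBS, exposed to compounds for 10 min at room temperature, and read for fluorescence (ex 380 nm, em 535 nm). Competitive displacement was fitted with a four-parameter Hill equation.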
Starred values were filed as active, the others as inactive; ? = inconclusive; · = not tested or not shown; & = joins results of further samples; [ ] = remark or other dose. Unless noted, calls come from the whole dose curve; as a rule, active = well fitted curve in the direction sought with a large enough effect; inconclusive = small, poorly fitted or top-dose-only effect, or another doubt; inactive = no such curve, though single readings can be large; an effect the other way counts as inactive or inconclusive. These rows are one share of the data, so the mix of outcomes need not match the whole.

Every second line gives: POLK inh	ERG-DNA inh	ALOX12 inh	RGS4 inhibitor	APE1 inh	LDHA block	Pol beta inh	Pol eta inh	Anesthetic bind
- Cc1ccc(-c2nnn3c2nc(NCc2ccc4c(c2)OCO4)c2ccccc23)cc1
    -8%	-4%	-21%	9%	·	5	5%	-11%	50%[activator]
- Cc1ccc2c(c1)C(=O)N1[C@H]3c4cc(C)ccc4OC[C@@H]3[C@H](c3ccccc3)[C@]1(C)C(=O)N2
    3%	13%	-18%	4%	14%	-5	·	-6%	·
- COCCn1c(SCC(=O)N2CCCCCC2)nnc1-c1ccco1
    -2%	0%	20%	3%	4%	-17	20%	-4%	-8%
- CCC(CC)CN1C(Nc2ccccc2)=NC[C@@H]1CC(C)C
    -21%	-8%	·	22%	-4%	-5	3%	-18%	-9%
- CC(C(=O)N1CCN(C2c3ccccc3-c3ccccc32)CC1)N1C(=O)c2ccccc2C1=O (stereo not given)
    -4%	7%	-2%	-32%	-1%	-1	8%	-24%	-19%
- Nc1cc(SCc2ccc(Cl)cc2Cl)ncn1
    -1%	-1%	-1%	-13%	·	-1	·	-20%	·
- CCNC(=O)CC1S/C(=N/N=C(\C)c2ccccc2)NC1=O (stereo not given)
    0%	-9%	7%	?	2%	-6	?	-10%	-6%
- Cc1ccc(NS(=O)(=O)c2ccc(C(=O)NCCN3CCOCC3)cc2)cc1
    -13%	16%	-10%	24%	18%	-3	·	-2%	·
- CCCCCOc1ccc(C(=O)NCC2(c3ccccc3)CCOCC2)cc1
    -12%	6%	-19%	24%	-1%	-5	0%	-13%	9%
- CC(C)(C)NC(=O)c1ccnc(C(C)(C)C)c1
    -5%	9%	27%	-28%	-1%	0	12%	-3%	-12%

Shown in CSV form: part of the list above.
Molecule,POLK inh,ERG-DNA inh,ALOX12 inh,RGS4 inhibitor,APE1 inh,LDHA block,Pol beta inh,Pol eta inh,Anesthetic bind
CCC(CC)CN1C(Nc2ccccc2)=NC[C@@H]1CC(C)C,-21%,-8%,·,22%,-4%,-5,3%,-18%,-9%
CC(C(=O)N1CCN(C2c3ccccc3-c3ccccc32)CC1)N1C(=O)c2ccccc2C1=O (stereo not given),-4%,7%,-2%,-32%,-1%,-1,8%,-24%,-19%
Nc1cc(SCc2ccc(Cl)cc2Cl)ncn1,-1%,-1%,-1%,-13%,·,-1,·,-20%,·
CCNC(=O)CC1S/C(=N/N=C(\C)c2ccccc2)NC1=O (stereo not given),0%,-9%,7%,?,2%,-6,?,-10%,-6%
Cc1ccc(NS(=O)(=O)c2ccc(C(=O)NCCN3CCOCC3)cc2)cc1,-13%,16%,-10%,24%,18%,-3,·,-2%,·
CCCCCOc1ccc(C(=O)NCC2(c3ccccc3)CCOCC2)cc1,-12%,6%,-19%,24%,-1%,-5,0%,-13%,9%

The listing continues.
Every second line gives: POLK inh	ERG-DNA inh	ALOX12 inh	RGS4 inhibitor	APE1 inh	LDHA block	Pol beta inh	Pol eta inh	Anesthetic bind
- COc1ccc2nc3sc(C(=O)N4CCN(c5ccc(F)cc5)CC4)cc3cc2c1
    6%	13%	-20%	-15%	·	-3	-13%	-17%	-5%
- CCN(CC(=O)Nc1ccccc1C(F)(F)F)C(=O)CCOc1ccccc1C
    1%	12%	18%	-8%	41%	4	·	-20%	·
- O=C(Cn1cnc([N+](=O)[O-])n1)N/N=C/c1ccc(O)cc1O
    -9%	2%	-16%	-15%	-6%	-8	-1%	-10%	1%
- CC12CN(Cc3ccccc3)CC(C)(CN(Cc3ccccc3)C1)C2=NO
    -6%	-6%	0%	-16%[11.4 µM]	-8%	-8	24%	-11%	-13%
- CCOC(=O)N1CCN(C(=O)COc2ccccc2[N+](=O)[O-])CC1
    -4%	-4%	0%	-21%	-2%	-1	5%	-12%	-3%
- CC(=O)N1CCN(C(=O)c2ccc(Cl)c(NC(=O)c3cccs3)c2)CC1
    0%	7%	-1%	10%	-2%	-10	·	-6%	·
- CC(=O)C[C@H](O)CC(=O)[C@H]1OC(=O)CCCCCCCc2ccccc21
    -4%	7%	11%	-12%	27%	0	·	-21%	·
- CCOc1ccccc1NC(=O)CSC1=Nc2ccccc2C2=NC(CC(=O)NCc3ccc4c(c3)OCO4)C(=O)N12 (stereo not given)
    -12%	5%	-29%	-16%	·	-5	-8%	?	?
- NC(=O)c1cc[n+](CC2=C(C(=O)O)N3C(=O)[C@@H](NC(=O)C(c4ccccc4)S(=O)(=O)[O-])[C@H]3SC2)cc1 (stereo not given in full)
    1µM*	-23%	·	?	3%	-1	-21%	-100%	5%
- Cn1ccc2cc(-c3csc(N4CCC(C(N)=O)CC4)n3)ccc21
    -2%	·	-11%	-2%	-6%&6%	1	·	-14%	·

Structures above printed as active in POLK inh.
Every second line gives: POLK inh	ERG-DNA inh	ALOX12 inh	RGS4 inhibitor	APE1 inh	LDHA block	Pol beta inh	Pol eta inh	Anesthetic bind
- NC(=O)c1cc[n+](CC2=C(C(=O)O)N3C(=O)[C@@H](NC(=O)C(c4ccccc4)S(=O)(=O)[O-])[C@H]3SC2)cc1 (stereo not given in full)
    1µM*	-23%	·	?	3%	-1	-21%	-100%	5%

Going on with the list:
Every second line gives: POLK inh	ERG-DNA inh	ALOX12 inh	RGS4 inhibitor	APE1 inh	LDHA block	Pol beta inh	Pol eta inh	Anesthetic bind
- CC1=C(N2CCOCC2)CCC1=O
    18%	-3%	?	5%	·	-3	·	-18%	·
- CCc1nc(NCCCN2CCOCC2)c2oc3ccccc3c2n1
    10%	8%	?	-34%	6%	0	23%	-4%	3%
- O=C(c1ccc(Cl)cc1)C1CCN(Cc2ccccc2)CC1
    2%	7%	?	-5%	3%	0	-20%	-11%	?
- CC(C)(/C=N/O)/[N+]([O-])=C/c1ccccc1
    3%	-13%[15.4 µM]	?	-14%	3%	-5	3%	-16%	4%
- O=C(Nc1ccccn1)C1COc2ccccc2O1 (stereo not given)
    -2%	·	-12%	9%	-3%	-4	2%	4%	?
- O=C(Nc1ccc(CSc2ccccc2)cc1)c1ccccc1
    -1%	8%	12%	14%	1%	-5	19%	-9%	-2%
- N#Cc1ccc2ccn(CC(=O)NCc3ccco3)c2c1
    -5%	3%	?	-10%	3%	4	8%	?	-10%
- CCOc1ccccc1NC(=S)NC(=O)CCc1ccccc1
    3%	-3%	256%[activator]	-24%	-11%	-8	-24%	?	-2%
- O=C(c1cnn2ccccc12)N(Cc1ccco1)C1CCCC1
    -2%	6%	25%[57.4 µM]	2%	0%	-3	-8%	-6%	-23%
- O=C(CSc1nnc(-c2ccccc2)n1C1CCCCC1)N1CCCC1
    -3%	·	13%	-5%	1%	-1	2%	-13%	2%
- O=C(C1=C[C@H](c2ccccc2)C[C@H](OCCCCO)O1)N1CCN(Cc2ccc3c(c2)OCO3)CC1
    -17%	-7%	-19%	0%	14%	6	-4%	-10%	-5%
- Clc1ccc(CSc2nnc(-c3ccncc3)s2)cc1
    -1%	-1%	0%	20%	5%	-8	13%	2%	-4%
- CCOC(=O)C(NC(=O)NCc1ccccc1)(OCC)C(F)(F)F (stereo not given)
    -2%	·	-14%	-27%	4%	-6	19%	-9%	-2%
- Nn1c(SCC(=O)N2CCCCCC2)nnc1-c1ccco1
    2%	-24%	-16%	-7%	11%	-3	·	-4%	·
- CCOc1ccc(Nc2cc(Nc3ccccc3OCC)nc(C=C(C#N)C#N)n2)cc1
    -12%	-2%	?	-1%	-7%	-11	-18%	-16%	-6%
- COc1ccccc1CNS(=O)(=O)CC12CCC(CC1=O)C2(C)C (stereo not given)
    2%	-8%	-19%	1%	12%	-11	17%	-18%	-7%
- O=C(NCCS(=O)c1ccc(Cl)cc1)c1cccc(Cl)c1 (stereo not given)
    -7%	-8%	?	25%	2%	-19	9%	-14%	-1%
- CNC(=O)c1c(NC(=O)CCS(=O)(=O)c2ccc(Cl)cc2)sc2c1CCN(C(=O)OC)C2
    -1%	3%	-27%	-19%	-6%	-8	·	-10%	·
- CCOC(=O)c1cnc2ccc(C(=O)OC)cc2c1NCCN1CCOCC1
    -6%[60.1 µM]	·	-5%	-15%	6%	4	-1%	-5%	-8%
- CCOC(=O)[C@H]1[C@H]2COc3ccccc3[C@@H]2N2C(=O)c3cc(Cl)ccc3NC(=O)[C@@]12C
    -9%	-1%	?	5%	28%	-11	·	-16%	·
- CC(C)n1c(N2CCN(C(=O)Nc3ccc(F)cc3F)CC2)nc2ccccc21
    -21%	-2%	3%	-6%	-3%	-7	4%	-12%	-13%
- Cc1sc2nc(C(C)(C)C)oc(=O)c2c1C
    -6%	-3%	21%	16%	14%	0	1%	-4%	-8%
- Cc1c(Br)cnn1C(C)C(=O)N1CCN(c2ccccc2F)CC1 (stereo not given)
    8%	-5%	293%[activator]	3%	-9%	3	·	-11%	·
- O=C(Nc1cccc2ncccc12)c1ccc(-c2ccc(Cl)cc2Cl)o1
    -5%	6%	?	-12%	-6%	0	9%	-3%	-21%

Screens from PubChem.
